# High-throughput results as filed in PubChem.
# Runt-SMMHC FRET: Runt domain-CBFb-SMMHC interaction inhibition | Q01196+Q13951 | Cerulean-Runt/Venus-CBFb-SMMHC FRET ratio 530/480, 1 h | inhibition, % at 20 µM | hit rate 0.74% among 220,000;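 active = mean inhibition across duplicate retests at 20 µM reaching about 50%, limit read from the data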;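 note: 0% = DMSO wells and 100% = wells with excess untagged CBFb-SMMHC; inhibitors lower the FRET ratio by blocking Runt binding to CBFb-SMMHC; some results filed as inactive read as strong as hits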
# TbHK1 inh: blocks Trypanosoma brucei hexokinase 1 activity | AID 1430 | recombinant TbHK1, G6PDH-coupled NADH A340 | inhibition, % at 10 µM | hit rate 0.11% among 220,000;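 active = inhibition of 50% or more in the single-dose primary screen; inactive = inhibition below 50%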
# Hck Nef HTS: inhibitors of human Hck kinase activated by Nef; P08631; Recombinant Hck-YEEI plus Nef, Z-Lyte FRET kinase assay; inhibition, % at 20 µM; hit rate 0.68% among 220,000;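 active = Hck-Nef kinase inhibition above about 50%, limit read from the data; inactive = inhibition below that limit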;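 note: 0% = DMSO with Hck plus Nef and 100% = Hck alone without Nef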
# 14-3-3 Bad PPI: disrupts binding of bovine 14-3-3 zeta to phospho-Bad peptide. P63103. TR-FRET 14-3-3zeta/Dy647-pBad peptide displacement, 1 h. inhibition, % at 21.7 µM. hit rate 0.71% among 220,000. AID 781;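 active = inhibition above about 70%, limit read from the data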;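 note: 0% = full 14-3-3 plus peptide FRET controls and 100% = background without 14-3-3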
# Target sequence (P63103 whole entry, looked up): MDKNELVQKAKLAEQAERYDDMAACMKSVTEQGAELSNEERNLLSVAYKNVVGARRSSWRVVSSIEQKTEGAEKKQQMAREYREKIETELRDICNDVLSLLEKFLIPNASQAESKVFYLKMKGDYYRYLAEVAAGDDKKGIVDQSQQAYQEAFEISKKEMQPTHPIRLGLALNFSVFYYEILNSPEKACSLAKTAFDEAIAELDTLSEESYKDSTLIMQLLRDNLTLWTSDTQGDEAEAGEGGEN
# Runt-CBFb FRET: blocks binding of human RUNX1 Runt domain to CBFb. Q01196+Q13951. Cerulean-Runt/Venus-CBFb FRET ratio 530/480, 1 h. inhibition, % at 20 µM. hit rate 0.46% among 220,000;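 active = inhibition over about 50% at 20 µM in the single-dose screen, limit read from the data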;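 note: 0% = DMSO wells and 100% = excess unlabeled CBFb competitor control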
#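 Assay system: Cerulean-tagged RUNX1 Runt domain (FRET donor) fusion protein / Amount: 100 nM each of Venus-CBFb and Cerulean-Runt domain / Medium: Tris buffer pH 7.5 with salts and BSA / Also added: Venus-CBFb 100 nM / Schedule: 1 h complex formation plus 1 h compound treatment, room temperature / Signal: FRET fluorescence / Read-out: loss of energy transfer signal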
# Mdm2 ligase inh: blocks human Mdm2 ubiquitin ligase activity; Q00987; AID 1230; hit rate 0.11% among 210,000; signal enhancement, % at 5 µM; cell-based MDM2 ubiquitination luciferase reporter, 2 h; 0 = plate control, 100 = twice control, blank-subtracted;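 active = signal enhancement of 30% or more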;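 note: luminescence tracks abundance of the self-degrading MDM2-luciferase fusion protein; higher signal means inhibition of MDM2 E3 ligase activity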
# Target sequence (Q00987 whole entry, looked up, the tested form may be a part): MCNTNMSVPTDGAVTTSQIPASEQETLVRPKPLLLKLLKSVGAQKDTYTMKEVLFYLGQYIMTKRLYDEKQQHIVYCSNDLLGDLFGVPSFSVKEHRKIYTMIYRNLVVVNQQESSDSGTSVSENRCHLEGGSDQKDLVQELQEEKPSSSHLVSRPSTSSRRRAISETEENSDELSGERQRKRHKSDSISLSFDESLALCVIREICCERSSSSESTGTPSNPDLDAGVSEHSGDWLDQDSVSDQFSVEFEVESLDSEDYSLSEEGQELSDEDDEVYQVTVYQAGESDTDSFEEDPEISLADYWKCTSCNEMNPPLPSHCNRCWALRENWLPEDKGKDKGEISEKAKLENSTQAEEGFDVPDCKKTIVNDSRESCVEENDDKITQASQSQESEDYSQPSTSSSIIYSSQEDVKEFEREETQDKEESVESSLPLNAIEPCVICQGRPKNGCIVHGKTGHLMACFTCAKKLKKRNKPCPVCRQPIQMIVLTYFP
#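 Material: Stable MDM2–luciferase fusion reporter cells | Amount: 2000 cells seeded into each well | Dosing: One concentration, 5 µM, with 0.2% DMSO | Incubation: 4 h cell settling then 2 h compound exposure, 37 °C | Measured by: Luciferase luminescence | Read-out basis: % enhancement relative to plate controls after blank subtraction | Benchmarks: Control and blank well means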
# NCF1 inh: blocks human p47phox regulatory protein of NADPH oxidases; P14598; AID 1274; p47phox/p22phox peptide binding, fluorescence polarization, 2 h; inhibition, % at 24.7 µM; hit rate 0.53% among 220,000;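 active = inhibition above about 30%, limit read from the data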;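 note: 0% = p47phox with labelled peptide and 100% = labelled peptide alone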
# EBV gp42 inh: blocks Epstein-Barr virus glycoprotein 42 binding. AID 1085. Fluorescence polarization binding assay, mP read-out. Q1HVG2. hit rate 0.42% among 220,000. inhibition, % (tested at 21.74 µM); in the data active = inhibition above about 50%
# Target sequence (Q1HVG2 whole entry, looked up): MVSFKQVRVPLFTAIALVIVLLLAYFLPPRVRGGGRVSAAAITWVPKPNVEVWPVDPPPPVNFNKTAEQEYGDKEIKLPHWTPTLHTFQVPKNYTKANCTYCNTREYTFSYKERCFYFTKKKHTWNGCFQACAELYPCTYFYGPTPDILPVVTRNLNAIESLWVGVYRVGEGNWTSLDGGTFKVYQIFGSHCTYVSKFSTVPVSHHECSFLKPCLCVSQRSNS
# zVAD death inh: L929 zVAD cell death inhibition | AID 1377 | hit rate 0.38% among 220,000 | viability rescue, % at 10 µM | L929 zVAD necroptosis rescue, ATP luminescence, 24 h; with zVAD 60 µM;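 active = activation, scaled between plate controls, above about 75%, limit read from the data; inactive = activation under that limit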;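 note: 0% = zVAD with DMSO and 100% = DMSO alone without zVAD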
# Starred values were filed as active, the others as inactive; x = no result given; [ ] = another dose, or the depositor's remark.
SMILES,Runt-SMMHC FRET,TbHK1 inh,Hck Nef HTS,14-3-3 Bad PPI,Runt-CBFb FRET,Mdm2 ligase inh,NCF1 inh,EBV gp42 inh,zVAD death inh
C=CCn1c(CNC(=O)c2ccccc2C)nnc1SCC(=O)NC1CCCC1,2,-1,-22,-8[fluorescence artefact?],1,-5,-2,-8,-0.1
Cc1cccc(C2c3[nH]c4ccccc4c3CCN2C(=O)c2ccc(=O)[nH]c2)n1 (centres undefined),-7,0,8,-9,0,-7,-9,-10,15
CC(=O)Nc1nc2ccccc2n1CCN1CCOCC1,-3,4,-1,10,-2,2,-4,-27,0.0
Cn1c(CCNC(=O)c2ccccc2Cl)n[nH]c1=S,0,2,0,7,5,10,-10,-10,-0.2
COc1ccc(NS(=O)(=O)c2cccc(Cl)c2)cc1S(=O)(=O)N1CCCCC1,-6,32,3,-13,-3,-3,0,6,0.2
COc1ccc(C(=O)Nc2cc(Cl)ccc2C(=O)O)cc1,-2,53*,-3,-2,0,-14,5,-11,2.2
O=C(CCCc1nc(-c2ccc(Cl)cc2)no1)Nc1cccnc1,0,2,0,-7[fluorescence artefact?],-2,-24,-6,-1,0.2
CC(=O)c1csc(CS(=O)(=O)c2ccccn2)n1,0,-4,16,-2,0,-13,-17,-8,0.0
O=C(CCSc1ccccc1)NC1CCCC1,-4,-3,-9,8,1,-13,-4,-29,3.6
CCS(=O)(=O)N1CCN(S(=O)(=O)c2ccccc2)CC1,-1,6,1,46,0,-15,1,-11,0.6
CC(=O)C1C(c2ccc(F)c(F)c2)NC(=O)NC1(O)C(F)(F)F (centres undefined),1,0,-11,-1,1,-7,4,-24,0.1
O=C(Cn1cc2c(n1)CCCC2)NCCCN1CCN(c2ccccc2F)CC1,0,0,0,1[fluorescence artefact?],4,-5,-22,-7,0.8
COc1ccc(NC(=O)/C(Cl)=C(/Cl)S(=O)Cc2ccc(C)cc2)cn1 (centres undefined),13,-8,0,7,29,72*,-1,-14,61
Cc1ccc(-n2c(SCC(=O)OC(C)C)nnc2-c2ccccn2)cc1,3,20,-1,-7,0,-14,-21,-13,0.2
N#CCCN(C(=O)COc1ccc(C#N)cc1)c1ccc(F)cc1,-3,-3,-3,1,1,-9,-5,-2,0.8
COc1ccc(NC(=O)CC2SC(=Nc3ccccc3)NC2=O)c(OC)c1 (centres undefined),2,4,23,1,0,-13,-4,-14,1.4
COc1ccc(NCc2cc3ccccc3[nH]c2=O)cc1,-28,-11,-1,-3,1,-4,-13,-4,49
N#C/C(=C\c1ccccc1[N+](=O)[O-])C(=O)NCc1ccccc1,-8,-11,13,3,-16,-12,-2,-4,1.4
CN(CC(O)COc1ccc(S(=O)(=O)N2CCOCC2)cc1)C1CCCCC1 (centres undefined),-1,-1,0,1,-1,-11,-11,-5,0.6
O=C(CC(Nc1ccccc1Cl)C(=O)O)c1ccccc1 (centres undefined),12,-3,12,5,15,-28,-4,0,-0.4
Cc1ccc(NC(=O)C2CC(=O)N(CCc3ccccc3)C2)c(C)c1 (centres undefined),0,-9,5,-19,1,-8,9,-6,1.1
O=C(Cn1ccsc1=NC(=O)c1ccco1)c1ccccc1,-2,-42,1,14[fluorescence artefact?],0,-1,-30,4,-0.2
COc1ccccc1Nc1nc(C)cc(C)c1C(N)=O,3,1,10,3,6,-24,-7,-16,0.1
Nc1ncc(-n2cncn2)c(-c2ccc(Cl)cc2)n1,-3,-8,-9,5,2,-20,9,7,-0.2
Cc1ccccc1NC(=O)N1CCN(C(=O)c2ccco2)CC1,3,-5,-10,-5,0,-12,-5,-3,3.2

# Later entries
SMILES,Runt-SMMHC FRET,TbHK1 inh,Hck Nef HTS,14-3-3 Bad PPI,Runt-CBFb FRET,Mdm2 ligase inh,NCF1 inh,EBV gp42 inh,zVAD death inh
CCCNC(=O)c1onc(CSc2ccncc2)c1C(=O)NCCC,0,4,26,-9,2,-10,-8,-18,-0.3
COc1ccc(C)cc1NC(=O)CCCN1C(=S)NC(C)(C)CC1C (centres undefined),2,-7,0,-28,4,-7,-4,-5,0.7
COc1ccc(OC)c(-c2cc(C(=O)NCc3ccc(Cl)cc3)no2)c1,-3,-2,9,-29,-4,-8,-9,4,0.9
O=C(NC(Cc1ccccc1)C(=O)O)/C(=C\c1ccccc1F)NC(=O)c1ccccc1 (centres undefined),6,-3,15,-8,2,-3,-9,-21,13
Nc1c(-c2cccc([N+](=O)[O-])c2)nc2ccccn12,-9,-12,-7,12,0,-7,-3,12,x
O=C(NN=C1CCCCC1)NC1CCCCC1,-1,-2,1,4[fluorescence artefact?],0,-12,-6,6,0.5
CCOc1ccc(-c2nnn(CC(=O)NCCc3c[nH]c4ccccc34)n2)cc1,3,1,1,-10,-1,-30,-23,-9,0.0
CCOC(=O)c1ccc(N2C(=O)C=CC2=O)cc1,34,-3,-5,21,28,-7,-5,-28,0.3
CCOC(=O)N1CCN(C(=S)Nc2ccc3nc(N4CCN(CC)CC4)cc(C)c3c2)CC1,4,-22,4,-11,1,3,-8,-14,1.3
Cc1n[nH]c(=S)n1/N=C/c1ccccc1OCc1ccc(Cl)cc1Cl,-4,3,5,-4,1,-3,-8,-9,1.2
O=C(OCc1ccccc1Cl)c1ccccc1C(=O)c1ccccc1,-1,12,-1,-16,x,-16,-8,3,-0.4
Cc1ccc(CS(=O)(=O)Cc2ccc(C(=O)NCC3CCCO3)o2)cc1 (centres undefined),-2,2,1,11[fluorescence artefact?],0,-11,-8,1,-0.1
COc1ccc(-n2c(=O)c3c4c(sc3n(CC(=O)Nc3cc(C)[nH]n3)c2=O)CCC4)c(OC)c1,1,-3,14,-5,3,7,1,4,1.5
CC1(C)Oc2ccc(C(=O)N3CCCC3)cc2N(CC(=O)NCc2ccccc2)C1=O,-2,0,-3,25,-3,-5,-2,-12,-0.1
COc1ccc(CC(=O)n2nc(-c3ccc(Cl)cc3)nc2NCc2ccco2)cc1,-1,4,-1,-4,-1,-12,-3,-6,9.4
O=C(NCc1ccc(F)cc1)c1ccccc1OCc1ccccc1,-3,32,5,-14,1,-3,-2,-14,0.3
COc1ccc(N2C(S)=C(C#N)C(=O)NC23CCCCC3)cc1,3,1,-3,-1,20,-11,-13,2,1.2
O=C1C2C3C=CC(C3)C2C(=O)N1c1ccc(N2CCN(c3ccccn3)CC2)c([N+](=O)[O-])c1 (centres undefined),-6,-5,22,-11,0,-13,-5,-23,7.3
Cc1ccc(NC(=O)c2cnccn2)c(OC(F)F)c1,4,6,-3,2,1,-15,-6,-15,-0.3
COc1ccccc1/C=C(/NC(=O)c1ccc(Cl)cc1Cl)C(=O)O,-3,0,-3,85*,2,-11,-5,10,2.8
CCC(C)NC(=O)C1c2cc(OC)c(OC)cc2C(=O)N(C)C1c1ccc(OC)cc1 (centres undefined),-4,4,0,10,-2,-3,-1,-3,0.1
CCCCNC(=O)C1CCN(S(=O)(=O)N2CCCCCC2)CC1,1,4,2,5,-5,-8,-9,-9,x
CC1(C)Cc2c(c(N3CCCC3)nc3sc4c(N5CCN(CCO)CC5)ncnc4c23)CO1,4,-64,4,-18,x,-4,-22,-23,0.6
O=C1CN(C(=O)COc2ccc(Br)cc2)c2ccccc2N1,-4,-2,9,-9,-1,-12,-4,5,1.6
Cc1cc(C)c(NC(=O)/C(C#N)=C/c2ccc(OCc3ccc(F)cc3)cc2)c(C)c1,-1,-3,1,-4,1,-10,-3,-16,0.6

# 4 neighbouring records already listed, quoted:
SMILES,Runt-SMMHC FRET,TbHK1 inh,Hck Nef HTS,14-3-3 Bad PPI,Runt-CBFb FRET,Mdm2 ligase inh,NCF1 inh,EBV gp42 inh,zVAD death inh
CCCCNC(=O)C1CCN(S(=O)(=O)N2CCCCCC2)CC1,1,4,2,5,-5,-8,-9,-9,x
CC1(C)Cc2c(c(N3CCCC3)nc3sc4c(N5CCN(CCO)CC5)ncnc4c23)CO1,4,-64,4,-18,x,-4,-22,-23,0.6
O=C1CN(C(=O)COc2ccc(Br)cc2)c2ccccc2N1,-4,-2,9,-9,-1,-12,-4,5,1.6
Cc1cc(C)c(NC(=O)/C(C#N)=C/c2ccc(OCc3ccc(F)cc3)cc2)c(C)c1,-1,-3,1,-4,1,-10,-3,-16,0.6

# (listing goes on)
SMILES,Runt-SMMHC FRET,TbHK1 inh,Hck Nef HTS,14-3-3 Bad PPI,Runt-CBFb FRET,Mdm2 ligase inh,NCF1 inh,EBV gp42 inh,zVAD death inh
S=C(c1c[nH]c2ccccc12)N1CCOCC1,4,0,28,-10,28,-17,-5,-2,4.3
O=C(Cc1ccc(Br)cc1)NCCc1ccc(Cl)cc1Cl,-1,2,4,3,-1,3,-8,-10,0.5
Cc1cccc(NC(=O)C2(C)CC3c4ccccc4C2c2ccccc23)c1C (centres undefined),-1,1,1,6[fluorescence artefact?],0,-8,-5,-21,-0.5
CCOc1ccc(C(C)NC(=S)NCc2ccc(Cl)cc2)cc1 (centres undefined),1,-4,4,-11,-4,-7,-23,-1,1.0
O=c1[nH]c(CSc2ccccn2)nc2c1oc1ccccc12,0,-5,19,-11,-2,-41,-4,-12,9.0
CN(CC(=O)Nc1ccc(SC(F)F)cc1)C1CCCCC1,-1,0,29,-11,0,-14,-9,-28,4.9
CC(C)OCCCN1CN(S(=O)(=O)c2ccc(Cl)cc2)c2nc3ccccc3nc21,1,-2,-6,2,-2,1,-7,-3,-0.2
COc1ccc(CC(=O)NNC(=S)NCC2CC2)cc1OC,-1,-4,19,-2,3,-10,-13,-14,0.1
CCN=C1SC(C(=O)Nc2ccccc2)CC(=O)N1CC (centres undefined),2,-9,-2,-5,0,-60,4,-21,0.3
CN(C)CCNC(=O)/C(=N\O)c1ccccn1,1,2,-8,-4,3,x,-4,2,-0.1
O=C(O)C1(c2ccccc2)CCN(S(=O)(=O)c2cccs2)CC1,1,5,21,-20,0,-2,-8,-14,2.0
O=C(Nc1ccccc1C(F)(F)F)N1CCC(N2CCCCC2)CC1,6,-1,1,4,0,12,-25,-14,-0.2
C/C(CC1CC(C)OC1=O)=N\NC(N)=S (centres undefined),-2,-4,4,-14,-1,-13,-11,-24,0.1
O=C(COc1ccccc1)N1CCN(c2ncccn2)CC1,-3,-3,13,-8,1,-6,-7,-6,0.0
CCc1noc(C)c1C(=O)N1CC(C)OC(C)C1 (centres undefined),2,0,0,1,0,-13,-7,-23,-0.4
CNc1ccccc1C(C)(C)c1cc(-c2ccc(F)cc2)no1,1,2,1,5,0,-17,-7,-16,1.0
COc1ccc(Nc2nc(N/N=C/c3ccc(N(C)C)cc3)nc(C)c2[N+](=O)[O-])cc1,0,-16,5,-13,-4,-4,-3,3,-0.2
CCN(CC)S(=O)(=O)c1cccc(NC(=O)c2ccc(Sc3nncn3C)c([N+](=O)[O-])c2)c1,1,-9,31,-24,-5,12,2,-1,-1.0
N=c1c2c3c(sc2ncn1CCCO)CCCC3,-4,-6,-2,-5,0,-3,2,-7,1.3
COC(=O)C[N+](C)(C)CC#Cc1ccccc1,-1,28,5,2,0,8,-8,7,1.2

# TbHK1 inh: hit marks shown above
Molecule	Runt-SMMHC FRET	TbHK1 inh	Hck Nef HTS	14-3-3 Bad PPI	Runt-CBFb FRET	NCF1 inh	EBV gp42 inh
COc1ccc(C(=O)Nc2cc(Cl)ccc2C(=O)O)cc1	-2	53*	-3	-2	0	5	-11
